MgcRacGAP inhibition: MgcRacGAP GTPase-activating activity inhibitors, confirmation, biochemical, ADP Hunter fluorescence. MgcRacGAP-stimulated Rac1 GTP hydrolysis, ADP Hunter fluorescence; higher % means a stronger effect; GST-tagged Rac1 F28L mutant substrate. one-dose inhibition, % at 30 µM; IC50 in µM for titrated hits. hit rate 0.6% among 340,000;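 active = first-screen hits whose inhibition reached a set limit at any dose in the follow-up dose series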;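 also: fluorescence reports GDP produced by GAP-driven GTP hydrolysis; strong numbers were not always called active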
RSV CPE inhibition: inhibition of RSV-induced cytopathic effect – HEp-2 cells, primary 10 µM value included (AID 2391) | CPE inhibition, % at 10 µM; hits with a dose series show IC50 in µM | hit rate 0.13% among 310,000 | HEp-2 cells, RSV-induced CPE inhibition; higher % means a stronger effect; in the data active = a potency from the dose series; also: strong numbers were not always called active
Salmonella PhoP GFP: inhibitors of PhoP regulon expression, primary screen, Salmonella Typhimurium, GFP reporter (AID 1863); S. Typhimurium PhoP-regulated promoter GFP reporter, 4 h; higher % means a stronger effect; one-dose inhibition, % at 50 µM; IC50 in µM for titrated hits; hit rate 0.16% among 300,000;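 active = inhibition over 29.93%, a cutoff 3 SD above the screen mean, later confirmed by dose response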;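 also: 0% = low Mg2+ inducing control and 100% = high Mg2+ repressing control; strong numbers were not always called active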
Large T inhibition: TAg ATPase/helicase activity blockers – biochemical (AID 1903); SV40 large T antigen ATPase/helicase inhibition assay; higher % means a stronger effect; one-dose inhibition, % at 20 µM; IC50 in µM for titrated hits; hit rate 0.39% among 310,000; in the data active = a potency from the dose series; also: strong numbers were not always called active
HIV fusion peptide: cell-free HIV fusion peptide-binding blockers – biochemical, uHTS, fluorescence dequenching, primary screen (AID 1986); cell-free peptide binding, fluorescence dequenching, 30 min; higher % means a stronger effect; one-dose inhibition, % at 20 µM; IC50 in µM for titrated hits; hit rate 0.3% among 290,000; in the data active = inhibition mostly above about 52%, no sharp cut-off; inactive = mostly below about 76%; also: some results filed as inactive read as strong as hits
K1F lysis inhibition: inhibition of K1F phage lysis, E. coli UTI89, bacterial capsule biogenesis inhibitors, alamar blue (AID 488966); inhibition, % at 100 µM, or IC50 in µM where a hit was titrated; E. coli UTI89 K1F phage lysis, alamar blue, 2 h; higher % means a stronger effect; hit rate 0.02% among 340,000;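 active = phage lysis inhibition, versus mean bacterial control, above a set limit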;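 also: capsule biogenesis inhibitors block K1F phage lysis so surviving cells raise fluorescence; higher fluorescence means more inhibition of phage lysis; actives were called in the ten point dose series up to 300 µM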
GPR55 antagonists: GPR55 antagonists blocking LPI-driven arrestin recruitment, primary screen, imaging, U2OS, beta-arrestin-GFP, LPI agonist (AID 2013); U2OS GPR55 beta-arrestin-GFP translocation imaging, LPI antagonism; higher % means a stronger effect; inhibition, % at 10 µM, or IC50 in µM where a hit was titrated; hit rate 0.13% among 290,000;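 active = spots per cell inhibited over 60%, with over 100 cells counted and total cytoplasm intensity under 500,000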;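 also: U2OS cells stably carrying GPR55 and arrestin-GFP stimulated by 5 µM LPI near EC80; imaged beta-arrestin-GFP aggregate spots per cell after agonist stimulation; plate controls were LPI-stimulated DMSO wells for no effect and DMSO wells without LPI for full effect; some results filed as inactive read as strong as hits; confirmed hits need IC50 under 10 µM and bright autofluorescent wells are also inconclusive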
NS5 inhibitors: Dengue-2 NS5 methyltransferase inhibitors, primary screen, biochemical, confirmation dose response (AID 588689); Dengue-2 NS5 methyltransferase capping enzyme assay, biochemical; higher % means a stronger effect; inhibition, % at 25 µM, or IC50 in µM where a hit was titrated; hit rate 0.3% among 340,000; in the data active = a potency from the dose series
GPR35 arrestin U2OS: inhibition of zaprinast-stimulated GPR35 beta-arrestin translocation – imaging, U2OS, beta-arrestin-GFP, zaprinast agonist, primary screen (AID 2058) | U2OS GPR35 beta-arrestin-GFP translocation imaging, zaprinast antagonism; higher % means a stronger effect | inhibition, % at 10 µM; hits with a dose series show IC50 in µM | hit rate 0.052% among 290,000;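 active = inhibition of at least 50% with at least 30 cells and total cytoplasm GFP at most 10,000,000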
Numbers without * were called inactive; [ ] = dose if it differs, or a comment.

For COc1ccc2cc(CN(CC3CCCO3)S(=O)(=O)c3ccccc3)c(=O)[nH]c2c1 (configuration not stated) the results were MgcRacGAP inhibition -1%, RSV CPE inhibition 1.4%, Salmonella PhoP GFP 17%, Large T inhibition 28%, HIV fusion peptide 1.4%, K1F lysis inhibition -3.7%, GPR55 antagonists -6%, NS5 inhibitors -7% and GPR35 arrestin U2OS -2%.
`CCc1cccc2c(=O)c(C(=O)N3CCOCC3)c[nH]c12` gave MgcRacGAP inhibition 3%, RSV CPE inhibition 0.5%, Salmonella PhoP GFP -2%, Large T inhibition 7%, HIV fusion peptide 1.3%, K1F lysis inhibition 4.5%, GPR55 antagonists 5%, NS5 inhibitors -7% and GPR35 arrestin U2OS -1%.
For Cc1cc(NS(=O)(=O)c2ccc(NC(=O)CSc3nnc(-c4ccco4)n3C)cc2)nc(C)n1 the results were MgcRacGAP inhibition 4%, RSV CPE inhibition 1.6%, Salmonella PhoP GFP -1%, Large T inhibition 20%, HIV fusion peptide 3.1%, K1F lysis inhibition 2.0%, GPR55 antagonists 2%, NS5 inhibitors -8% and GPR35 arrestin U2OS 7%.
`Cc1cc(C)n(C2CC(=O)N(c3cccc(Cl)c3)C2=O)n1` (configuration not stated) gave MgcRacGAP inhibition 5%, RSV CPE inhibition 2.8%, Salmonella PhoP GFP -4%, Large T inhibition 2%, HIV fusion peptide -0.3%, K1F lysis inhibition 1.3%, GPR55 antagonists 10%, NS5 inhibitors -1% and GPR35 arrestin U2OS -10%.
COc1ccc(S(=O)(=O)Nc2c(NC3CCCCC3)c3ccccc3oc2=O)cc1OC was read as MgcRacGAP inhibition 1%, RSV CPE inhibition 0.7%, Salmonella PhoP GFP -7%, Large T inhibition 12%, HIV fusion peptide 1.5%, K1F lysis inhibition 0.8%, GPR55 antagonists 8%, NS5 inhibitors -6% and GPR35 arrestin U2OS 2%.
O=C(N/N=C/c1c[nH]c2ccccc12)c1[nH]c2ccc(Br)cc2c1-c1ccccc1 was read as MgcRacGAP inhibition 6%, Salmonella PhoP GFP 0%, Large T inhibition 14%, HIV fusion peptide 0.1%, K1F lysis inhibition 0.3%, GPR55 antagonists -15%, NS5 inhibitors -9% and GPR35 arrestin U2OS -10%.
Screening O=C(NC1=NCCS1)c1sc2cc(F)ccc2c1Cl returned MgcRacGAP inhibition 14%, RSV CPE inhibition 7.0%, Salmonella PhoP GFP 0%, Large T inhibition 15%, HIV fusion peptide -1.5%, K1F lysis inhibition 4.7%, GPR55 antagonists -3%, NS5 inhibitors 3% and GPR35 arrestin U2OS -21%.
Screening CN(C)c1cccc2c(S(=O)(=O)N3CCCC3)cccc12 returned MgcRacGAP inhibition 6%, RSV CPE inhibition 3.5%, Salmonella PhoP GFP 7%, Large T inhibition 16%, HIV fusion peptide -4.2%, K1F lysis inhibition 0.1%, GPR55 antagonists 10%, NS5 inhibitors 4% and GPR35 arrestin U2OS 11%.
O=C(CN1CCN(Cc2cccc(Cl)c2)C1=O)NCc1cccs1 was read as MgcRacGAP inhibition 5%, RSV CPE inhibition 0.2%, Salmonella PhoP GFP -4%, Large T inhibition 9%, HIV fusion peptide 0.4%, K1F lysis inhibition 0.1%, GPR55 antagonists 20%, NS5 inhibitors 0% and GPR35 arrestin U2OS 6%.
Cc1ccc(Nc2nnc(SCC(=O)Nc3ncc(S(=O)(=O)c4ccc([N+](=O)[O-])cc4)s3)s2)cc1 was read as MgcRacGAP inhibition 5%, RSV CPE inhibition 2.8%, Salmonella PhoP GFP 1%, Large T inhibition 2%, HIV fusion peptide 1.7%, K1F lysis inhibition 2.5%[50 µM], GPR55 antagonists 1%, NS5 inhibitors -3% and GPR35 arrestin U2OS 4%.
Screening O=C(COc1ccccc1)Nc1ccc(Cl)cn1 returned MgcRacGAP inhibition 3%, RSV CPE inhibition 3.7%, Salmonella PhoP GFP 5%, Large T inhibition -2%, HIV fusion peptide -0.9%, K1F lysis inhibition -0.5%, GPR55 antagonists 7%, NS5 inhibitors -2% and GPR35 arrestin U2OS -14%.
`CCOC(=O)C(NC(=O)NCc1ccc(OC)cc1)(OCC)C(F)(F)F` (configuration not stated) gave MgcRacGAP inhibition 7%, RSV CPE inhibition 2.6%, Salmonella PhoP GFP -17%, Large T inhibition 12%, HIV fusion peptide 2.2%, K1F lysis inhibition 3.2%, GPR55 antagonists -4%, NS5 inhibitors -4% and GPR35 arrestin U2OS 8%.
For CN(c1ncnc(N)c1[N+](=O)[O-])C1CCS(=O)(=O)C1 (configuration not stated) the results were MgcRacGAP inhibition -3%, RSV CPE inhibition 3.7%, Salmonella PhoP GFP 1%, Large T inhibition -1%, HIV fusion peptide 0.6%, K1F lysis inhibition 0.3%, GPR55 antagonists 18%, NS5 inhibitors 0% and GPR35 arrestin U2OS -6%.
`COc1ccc(/C=C/C(=O)OC(C)CN2CCCCC2)cc1` (configuration not stated) gave MgcRacGAP inhibition 9%, RSV CPE inhibition 0.6%, Salmonella PhoP GFP 3%, Large T inhibition 2%, HIV fusion peptide -0.9%, K1F lysis inhibition 0.4%, GPR55 antagonists 0%, NS5 inhibitors 3% and GPR35 arrestin U2OS 7%.
Screening Cc1nc(COC(=O)c2ccc(S(=O)(=O)N3CCCC3)cc2)cs1 returned MgcRacGAP inhibition 4%, RSV CPE inhibition 0.9%, Salmonella PhoP GFP 12%, Large T inhibition 3%, HIV fusion peptide 5.1%, K1F lysis inhibition 0.5%, GPR55 antagonists -21%, NS5 inhibitors -9% and GPR35 arrestin U2OS 4%.

Retrieved by structure from above:
`COc1ccc(/C=C/C(=O)OC(C)CN2CCCCC2)cc1` (configuration not stated) gave MgcRacGAP inhibition 9%, RSV CPE inhibition 0.6%, Salmonella PhoP GFP 3%, Large T inhibition 2%, HIV fusion peptide -0.9%, K1F lysis inhibition 0.4%, GPR55 antagonists 0%, NS5 inhibitors 3% and GPR35 arrestin U2OS 7%.
`CCc1cccc2c(=O)c(C(=O)N3CCOCC3)c[nH]c12` gave MgcRacGAP inhibition 3%, RSV CPE inhibition 0.5%, Salmonella PhoP GFP -2%, Large T inhibition 7%, HIV fusion peptide 1.3%, K1F lysis inhibition 4.5%, GPR55 antagonists 5%, NS5 inhibitors -7% and GPR35 arrestin U2OS -1%.

Following part:
For CC1=NOC(=O)/C1=C\c1ccc(-c2cccc(Cl)c2)o1 the results were MgcRacGAP inhibition 13%, RSV CPE inhibition 1.1%, Salmonella PhoP GFP 3%, Large T inhibition 2%, HIV fusion peptide 12%, K1F lysis inhibition -1.2%, GPR55 antagonists 8.5µM*, NS5 inhibitors 6% and GPR35 arrestin U2OS 18%.
COc1ccc(NC(=O)CSCc2ccccc2C)cc1 was read as MgcRacGAP inhibition 12%, RSV CPE inhibition 2.7%, Salmonella PhoP GFP -11%, Large T inhibition 10%, HIV fusion peptide 2.7%, K1F lysis inhibition 0.3%, GPR55 antagonists 8%, NS5 inhibitors -8% and GPR35 arrestin U2OS 9%.
For COc1ccnc(Oc2cc(Cl)cc(Cl)c2)c1C#N the results were RSV CPE inhibition -0.1%, Salmonella PhoP GFP -5%, Large T inhibition 7%, HIV fusion peptide -1.8%, GPR55 antagonists -8% and GPR35 arrestin U2OS 10%.
For CCOc1ccc(Cc2nnc(SCC(=O)Nc3c(C)cccc3C)[nH]c2=O)cc1 the results were MgcRacGAP inhibition 6%, RSV CPE inhibition 1.3%, Salmonella PhoP GFP 3%, Large T inhibition 14%, K1F lysis inhibition 0.1%[50 µM] and NS5 inhibitors -4%.
Screening COc1ccccc1C(=O)NN=C1CCN(Cc2ccccc2)CC1 returned MgcRacGAP inhibition 9%, RSV CPE inhibition 1.0%, Salmonella PhoP GFP 19%, Large T inhibition 2%, HIV fusion peptide -0.5%, K1F lysis inhibition 0.7%[50 µM], GPR55 antagonists -11%, NS5 inhibitors -6% and GPR35 arrestin U2OS -4%.
Screening CC(=O)c1ccccc1OC(=O)CCN1C(=O)C2C3C=CC(C4CC34)C2C1=O (configuration not stated) returned MgcRacGAP inhibition 5%, RSV CPE inhibition 0.7%, Salmonella PhoP GFP -2%, Large T inhibition 8%, HIV fusion peptide 1.0%, K1F lysis inhibition 0.3%, GPR55 antagonists -12%, NS5 inhibitors -10% and GPR35 arrestin U2OS -7%.
CC(NC(=O)c1cc(F)c(F)cc1Cl)c1ccncc1 (configuration not stated) was read as MgcRacGAP inhibition 0%, RSV CPE inhibition 3.1%, Salmonella PhoP GFP -1%, Large T inhibition 7%, HIV fusion peptide -0.6%, K1F lysis inhibition 0.1%, GPR55 antagonists 8%, NS5 inhibitors 2% and GPR35 arrestin U2OS 7%.
Cn1cc(S(=O)(=O)CC(=O)Nc2ccc3c(c2)OCCO3)c2ccccc21 was read as MgcRacGAP inhibition 3%, RSV CPE inhibition 0.8%, Salmonella PhoP GFP 3%, Large T inhibition 12%, HIV fusion peptide 0.6%, K1F lysis inhibition 2.8%, GPR55 antagonists 4%, NS5 inhibitors -1% and GPR35 arrestin U2OS -7%.
CCO[C@H]1OC(C(=O)NC2CC2)=C[C@@H](c2c[nH]c3ccccc23)[C@@H]1CCCO was read as MgcRacGAP inhibition 1%, RSV CPE inhibition 3.5%, Salmonella PhoP GFP -8%, Large T inhibition 4%, HIV fusion peptide -2.0%, K1F lysis inhibition 1.1%, GPR55 antagonists -9%, NS5 inhibitors -7% and GPR35 arrestin U2OS -2%.
COc1cc(CN2CCN(c3cccc(C)c3C)CC2)cc(OC)c1O was read as MgcRacGAP inhibition 27%, RSV CPE inhibition -0.3%, Salmonella PhoP GFP 20%, Large T inhibition 3%, HIV fusion peptide 0.6%, K1F lysis inhibition -0.1%, GPR55 antagonists 95%, NS5 inhibitors -8% and GPR35 arrestin U2OS 31%.
CCS(=O)(=O)c1ccc2oc(Nc3ccccc3C)nc2c1 was read as MgcRacGAP inhibition 10%, RSV CPE inhibition 2.4%, Salmonella PhoP GFP -2%, Large T inhibition 11%, HIV fusion peptide 0.9%, K1F lysis inhibition 1.2%, GPR55 antagonists 5%, NS5 inhibitors 2% and GPR35 arrestin U2OS 1%.
For O=C(NC(=S)N1CCN(c2ccc([N+](=O)[O-])cc2)CC1)c1ccccc1Cl the results were MgcRacGAP inhibition 6%, RSV CPE inhibition 0.8%, Salmonella PhoP GFP 8%, Large T inhibition 6%, HIV fusion peptide 2.6%, K1F lysis inhibition 0.2%, GPR55 antagonists -4%, NS5 inhibitors -1% and GPR35 arrestin U2OS -6%.
O=C(COC(=O)CCC(=O)Nc1nccs1)NCc1ccco1 was read as MgcRacGAP inhibition 5%, RSV CPE inhibition 0.5%, Salmonella PhoP GFP -7%, Large T inhibition 9%, HIV fusion peptide -0.2%, K1F lysis inhibition 0.4%, GPR55 antagonists -3%, NS5 inhibitors -4% and GPR35 arrestin U2OS 2%.
`CCOc1cccc(-c2nn3c(-c4cc(C)[nH]n4)nnc3s2)c1` gave MgcRacGAP inhibition 10%, RSV CPE inhibition -1.1%, Salmonella PhoP GFP 6%, Large T inhibition 4%, HIV fusion peptide -0.3%, K1F lysis inhibition 0.1%, GPR55 antagonists -4%, NS5 inhibitors -4% and GPR35 arrestin U2OS -2%.

High-throughput results as filed in PubChem.
